High-throughput results: PubChem BioAssay, several laboratories
PMI act: activators of human phosphomannose isomerase; P34949; purified human PMI, coupled resazurin fluorescence, 20 min; hits give high values; 1 = vehicle control, 0 substrate-free wells; activation factor at 20 µM; hit rate 0.005% among 190,000;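 active = activation factor of 2 or more at 20 µM, relative to plate controls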
RAM inhibit: inhibitors of the yeast RAM network; S. cerevisiae dse1pr::URA3 reporter, 5-FOA growth OD615, 2 d; analog-sensitive cbk1-as2 kinase mutant strain; hit rate 1.8% among 190,000; inhibition, % at 50 µM;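 active = inhibition above a set limit, 3 SD over mean compound inhibition, cut at about 8.4% in these data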;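 also: 0% = DMSO-only wells with no growth and 100% = 10 µM 1-NA-PP1 full growth; inhibition rescues growth on 5-FOA so higher OD means more RAM inhibition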
Redox H2O2 prof: compounds producing H2O2 with reducing agent – biochemical, NIH compound library profiling, artefact control for MLSCN library redox annotation, primary screen | DTT-dependent redox cycling H2O2, phenol red/HRP absorbance; 100% = 100 µM peroxide control, 0% = buffer | activation, % at 10 µM | hit rate 0.03% among 200,000;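 active = activation of at least 50% relative to the plate's high and low controls in the primary single-dose screen; inactive = activation below 50%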;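 also: compound incubated with DTT at 0.8 mM final as the reducing agent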
L major viab: inhibitors of Leishmania major promastigote growth; hit rate 9% among 200,000; inhibition, % at 10 µM; Leishmania major promastigotes, resazurin fluorescence viability; AID 1063; in the data active = inhibition above about 50%;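 also: promastigotes grown with compound for 44 hours at 28 °C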
Hsp70 act: transcriptional activators of Hsp70. activation, % at 10 µM. hit rate 0.04% among 200,000. HeLa Hsp70 promoter luciferase reporter, luminescence; scaled: vehicle 0, proteasome-inhibitor control 100%;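 active = activation above the mean across all tested compounds plus 3 SD, cutoff set per campaign, cut at about 5.5% in these data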;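 also: 100% = MG132 at 30 µM as the positive control and 0% = DMSO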
S1P3 antagonist: blocks the human S1P3 receptor; inhibition, % at 4.98 µM; CHO S1P3 NFAT-BLA reporter, FRET fluorescence, antagonist mode; Q99500; hit rate 0.27% among 170,000;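 active = inhibition above the plate cutoff, the mean inhibition of test wells on that plate plus 3 SD, cut at about 28% in these data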;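 also: cells challenged with S1P at its EC80 of 0.8 µM; blue over green emission ratio from cleaved BLA substrate after 4 h stimulation; 0% = S1P-stimulated wells and 100% = unstimulated DMSO-only wells; some compounds past the cut are filed as inactive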
Target sequence (Q99500 whole entry, looked up): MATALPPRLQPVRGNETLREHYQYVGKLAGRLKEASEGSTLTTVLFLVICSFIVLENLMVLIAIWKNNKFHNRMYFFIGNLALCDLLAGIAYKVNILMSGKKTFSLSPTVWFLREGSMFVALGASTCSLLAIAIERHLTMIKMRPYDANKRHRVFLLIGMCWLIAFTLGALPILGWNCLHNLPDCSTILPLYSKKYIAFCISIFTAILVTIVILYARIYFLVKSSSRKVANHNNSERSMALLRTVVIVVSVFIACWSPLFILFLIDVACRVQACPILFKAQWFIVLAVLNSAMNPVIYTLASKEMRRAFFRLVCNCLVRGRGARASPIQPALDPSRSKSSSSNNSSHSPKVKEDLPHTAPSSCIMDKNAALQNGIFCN
HMGR II inh: blocks class II HMG-CoA reductase of Enterococcus faecalis; purified E. faecalis HMGR, NADPH absorbance 340 nm kinetic; inhibition, % at 10 µM; hit rate 0.41% among 190,000;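 active = inhibition above a set limit, the median over all tested compounds plus 3 SD, cut at about 9.5% in these data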;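 also: enzyme runs in reverse so mevalonate oxidation gives rising NADPH absorbance; 0% = complete reaction with DMSO and 100% = background rate lacking mevalonate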
TNAP inh noacc: TNAP (human) inhibition, acceptor-free conditions; purified TNAP, CDP-star luminescence, 30 min; hit rate 0.26% among 200,000; inhibition, % at 20 µM; P05186;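 active = tissue-nonspecific alkaline phosphatase inhibition above about 50% at 20 µM in the single-dose screen, limit read from the data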;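 also: 0% = DMSO negative control and 100% = EDTA positive control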
Target sequence (P05186 whole entry, looked up): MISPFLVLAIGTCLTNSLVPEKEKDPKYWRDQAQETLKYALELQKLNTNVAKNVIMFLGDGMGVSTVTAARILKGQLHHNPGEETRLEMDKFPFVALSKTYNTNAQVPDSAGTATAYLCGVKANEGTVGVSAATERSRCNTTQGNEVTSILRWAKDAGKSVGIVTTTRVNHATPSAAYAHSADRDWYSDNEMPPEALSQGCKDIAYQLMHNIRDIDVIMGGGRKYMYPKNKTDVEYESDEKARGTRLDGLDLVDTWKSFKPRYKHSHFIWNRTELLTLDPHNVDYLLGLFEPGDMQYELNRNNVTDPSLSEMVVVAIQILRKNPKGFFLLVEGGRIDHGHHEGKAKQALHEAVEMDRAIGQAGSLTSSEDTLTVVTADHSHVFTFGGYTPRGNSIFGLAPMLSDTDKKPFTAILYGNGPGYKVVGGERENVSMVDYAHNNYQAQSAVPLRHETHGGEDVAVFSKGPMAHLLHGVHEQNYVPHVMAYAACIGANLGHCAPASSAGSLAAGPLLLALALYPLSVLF
PMI act satM6P: activators of human phosphomannose isomerase at near-saturating mannose 6-phosphate; hit rate 0.34% among 190,000; AID 1216; activation factor at 20 µM; P34949; coupled PMI enzyme assay, resazurin fluorescence, 20 min; hits give high values; 1 = untreated enzyme, 0 = substrate-free blank;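 active = activation factor of 2 or more at 20 µM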
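Material: human phosphomannose isomerase with PGI, G6PDH, diaphorase coupling enzymes / Reagent: Man-6-P substrate 1.0 mM / Dosing: single compound dose of 20 µM, 1% DMSO final / Incubation: enzyme reaction with compound 20 min at room temperature / Signal: resorufin fluorescence (Ex 544/Em 590 nm) from resazurin via diaphorase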
TNAP inh hi DEA: inhibitors of human TNAP at high phosphate acceptor concentration; hit rate 0.03% among 200,000; AID 1135; purified TNAP, CDP-star luminescence, 1 M DEA; P05186; inhibition, % at 20 µM;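 active = over 50% inhibition of tissue-nonspecific alkaline phosphatase at 20 µM in the single-dose screen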;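 also: plate controls were DMSO wells for no effect and EDTA-quenched wells as full inhibition for full effect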
The depositor's hits bear a star; · = not tested or not shown.

SMILES	PMI act	RAM inhibit	Redox H2O2 prof	L major viab	Hsp70 act	S1P3 antagonist	HMGR II inh	TNAP inh noacc	PMI act satM6P	TNAP inh hi DEA
CCC(=O)Nc1ccc(NC(=O)C23CC4CC(CC(C4)C2)C3)cn1	1.1	0.6	-0.4	-3	0.1	-3	7	-14	0.8	-9
Cc1ccc(NC(=O)NC(=O)N(C(C)C)S(=O)(=O)c2ccc(C)cc2)cc1	1.1	2.7	0.0	-3	-0.1	-15	-1	-3	1	3
Cc1cc2c(cc(C(=O)N3CCC(C(=O)N4CCCC4)CC3)n2Cc2c(F)cccc2Cl)o1	0.9	-1.0	-2.3	5	-0.2	·	3	-16	0.9	-7
c1ccc(N2CCN(c3nc(NCc4ccco4)c4ccccc4n3)CC2)cc1	1.1	1.5	-0.9	98*	-0.4	·	-1	-11	1.3	-3
COc1cccc(CNC(=S)NC2CC2)c1	1	1.4	-1.1	-5	-0.2	-15	0	-7	1	-4
CC(C)CN(C(=O)COC(=O)C1c2ccccc2Oc2ccccc21)C1CCS(=O)(=O)C1 (stereo unspecified)	0.8	1.9	0.0	3	-0.1	·	3	-2	0.9	-2
CCOc1ccccc1NC(=O)C(NC(=O)C1CCC(C)CC1)C(C)C (stereo unspecified)	0.9	-0.2	-1.1	0	-0.1	-7	4	-14	1	-6
Cc1ccc(CONC(=O)c2ccc(OC(F)F)cc2)cc1	1	2.1	-0.6	5	0.0	-3	0	-10	1	-5
CCCCCCCCCn1c2c(c(=N)c3c1CCC3)CCC2	1	-1.6	0.4	100*	-0.3	·	-2	-9	1	-8
O=C(c1cnn2c(C(F)F)cc(C3CC3)nc12)N1CCCC1	1.1	-0.9	0.1	-4	-0.2	·	-1	5	1.1	-3
Cn1c(=O)c2c(nc(NCc3cccnc3)n2Cc2ccc(Cl)cc2)n(C)c1=O	0.9	-0.7	0.6	17	0.2	·	-9	-13	1	-6
COc1ccc(CNc2ccccc2)cc1Br	0.8	-0.7	0.8	2	-0.5	·	7	-7	0.8	0
Cc1noc(C)c1C(=O)OCC(=O)c1c[nH]c2ccccc12	1.2	1.8	-1.7	9	0.1	10	-7	-18	1	-8
CCC(C)NC(=O)c1ccc(CSCc2cccc(F)c2)o1 (stereo unspecified)	1	0.9	0.3	4	0.0	·	-1	-8	0.9	-1
COc1ccc2[nH]cc(CCn3ccc(=O)c(C)c3C)c2c1	1	-0.1	1.0	-5	0.4	8	-3	-11	1.1	-6
Cc1cccc(C)c1-n1c(C)cc(/C=N/NC(=O)CSc2ncccn2)c1C	1	0.5	-0.6	46	-0.2	0	-1	-18	1	-6
CC(=O)SC1CC2=CC(=O)CCC2(C)C2CCC3(C)C(CCC34CCC(=O)O4)C12 (stereo unspecified)	·	1.4	0.0	9	-0.1	2	-2	27	·	33
CN(Cc1cccc(F)c1)C(=O)c1ccc(S(=O)(=O)C(F)F)cc1	1.1	-0.2	-0.5	-9	1.4	25	1	4	1.1	-7
Clc1cccc(CNc2nnnn2-c2ccccc2)c1	0.9	0.3	3.2	27	-0.4	·	-6	-9	0.9	-5
CCOC(=O)CN1C(=O)C(C)(C)Oc2ccc(C(=O)Nc3ccccc3OC)cc21	1	-0.4	15	-2	-0.3	3	-5	-4	1.1	-1
CC(=O)c1cccc(N=C2C(=O)Nc3ccccc32)c1	0.9	1.1	-0.2	-5	-0.4	9	-5	0	0.7	1
COc1ccc(C(=O)C2CCN(C(=S)NCCc3ccc(OC)c(OC)c3)CC2)cc1	1	3.7	-0.4	2	0.0	-12	-3	-2	1.1	0
CCOC(=O)c1nnn(-c2nc(OC)nc(N3CCCCC3)n2)c1-c1ccccc1	0.9	0.1	-7.7	23	-0.1	·	0	-9	1.1	-3
COc1ccc(CSCCc2n[nH]c(=S)n2-c2ccccc2)cc1C	0.9	3.9	0.1	0	-0.2	-21	0	-97	0.9	1
COCc1cc(C)nc2sc(C(=O)N3CCCCC3)c(N)c12	1.2	0.9	0.2	-4	-0.2	·	1	-19	1.3	-4
Next part.
SMILES	PMI act	RAM inhibit	Redox H2O2 prof	L major viab	Hsp70 act	S1P3 antagonist	HMGR II inh	TNAP inh noacc	PMI act satM6P	TNAP inh hi DEA
O=c1oc2cc(OCc3c(F)c(F)c(F)c(F)c3F)ccc2cc1-c1ccccn1	0.9	2.3	0.7	-3	0.0	-4	-2	-12	1	-1
O=C(Nc1ccc(F)cc1)Nc1ccc(N2CCOCC2)c2nonc12	0.8	1.2	-0.1	-2	-0.3	-5	-6	2	0.6	0
Cc1c(NC(=O)C(C)OC(=O)/C=C/c2ccco2)c(=O)n(-c2ccccc2)n1C (stereo unspecified)	1	0.8	-2.0	-1	-0.3	5	-6	10	1	-4
CCOc1ccccc1CNC(=O)c1c([N+](=O)[O-])c(C)nn1C	1	1.3	0.0	-1	-0.2	-11	-3	-8	0.9	-4
COc1cc2c(cc1NC(=O)c1cncc(Br)c1)oc1ccccc12	0.8	7.0	0.7	0	-0.1	-8	1	-11	0.9	-5
NNC(=S)Nc1cc(S(=O)(=O)N2CCOCC2)ccc1N1CCOCC1	0.9	0.9	0.1	-15	-0.2	-7	-1	-5	1	1
CN(C)c1nc(Cl)nc(NCCOc2ccccc2)n1	1	1.8	-0.1	-10	-0.3	-4	-2	-9	1.1	-3
CC(=O)c1ccc(NC(=O)CCNS(=O)(=O)c2cccc3nonc23)cc1	1	2.2	-1.1	-5	-0.4	·	-5	-10	1	-1
CCC(=O)Nc1ccc(C(=O)CSc2nc3ccccc3cc2CC)cc1	0.8	2.7	1.9	0	-0.3	·	3	4	0.8	-2
CCCCCCCCC(=O)N/N=C/c1ccccn1	1	-1.4	-3.6	6	0.0	·	1	-3	1	-1
Cc1ccccc1NC(=O)c1nn(-c2ccc(F)c(F)c2)ccc1=O	0.9	0.5	-0.5	0	-0.3	-20	-4	-8	1	-5
COc1ccc2c(Cl)c(C(=O)NCCCn3ccnc3)sc2c1Cl	0.9	0.3	0.8	16	0.2	·	-2	2	0.9	0
N#Cc1ccc(-c2ccc(F)cc2)nc1Oc1ccc(F)cc1	0.9	1.4	1.3	-4	0.5	·	1	-5	1	0
O=C(c1ccc(NC2=NC3CS(=O)(=O)CC3S2)cc1)N1CCN(C(=O)c2ccco2)CC1 (stereo unspecified)	1	3.5	1.1	-3	-0.2	-20	1	-8	1	0
c1csc(-c2nn3c(Cn4nnc5ccccc54)nnc3s2)c1	0.9	0.5	2.5	5	-0.3	17	-2	62*	0.9	-4
O=C(Nc1nccs1)c1cc2c(s1)-c1ccccc1OC2	1	-0.5	-0.4	19	-0.2	·	0	-20	1	-7
CCC1S/C(=N\S(=O)(=O)c2cccs2)N(C2CCCCC2)C1=O (stereo unspecified)	0.9	-0.9	0.3	17	-0.1	·	1	-16	0.9	-8
Cc1ccc(S(=O)(=O)NCC(=O)N(CC(=O)NCc2ccco2)Cc2cccs2)cc1	1	2.7	1.6	-1	-0.5	·	-7	-12	1.1	-3
COc1ccc(OC)c(C(O)c2coc3ccc(O)c(CN(C)C)c23)c1 (stereo unspecified)	0.9	-0.2	0.1	3	-0.2	·	1	-4	1	-1
C#Cc1ccc([C@@H]2C=C(C(=O)OCC=C)O[C@H](OCc3ccc(CO)cc3)C2)cc1	0.9	10*	0.5	14	-0.2	-5	-3	-10	0.9	-6
C/C(=N\Nc1nc(C)cc(=O)[nH]1)C1CC1	1	1.5	0.1	-5	-0.4	-1	2	-18	1.2	-3
CNS(=O)(=O)c1ccc(NC(=O)Nc2cccc(F)c2)cc1	0.9	0.6	-0.6	-4	0.1	-1	-8	-8	0.9	-4
Cc1cc(C)c(C#N)c(SCc2ccccc2)n1	1.2	-1.4	1.0	4	-0.4	·	-9	-2	1.2	-4
Cc1nc(/N=C(\N)NC(=O)N2c3ccccc3Sc3ccccc32)nc2ccccc12	0.8	4.0	1.6	97*	-0.3	-8	0	0	0.8	0
CC(C)C(=O)N1C2CCC1CC(O)(c1ccc(F)cc1)C2 (stereo unspecified)	1	-0.4	2.8	-6	0.0	·	-8	-9	0.9	-4
The list goes on:
SMILES	PMI act	RAM inhibit	Redox H2O2 prof	L major viab	Hsp70 act	S1P3 antagonist	HMGR II inh	TNAP inh noacc	PMI act satM6P	TNAP inh hi DEA
S=C(Nc1ccc(Cl)cc1)N1CCN(Cc2ccccc2)CC1	·	2.7	-0.8	-4	-0.3	13	-1	-3	·	-2
N#CC1=C(N)NC(SCc2ccc(Br)cc2)=C(C#N)C12CCCCC2	0.9	3.3	-1.3	98*	-0.3	·	-9	-2	0.9	1
N#CC1=C(N)Oc2n[nH]c(CSc3ccccc3)c2C12C(=O)Nc1ccccc12 (stereo unspecified)	0.8	2.5	2.9	-3	0.0	-10	2	1	0.9	0
CCOc1cc2[nH]c(=S)n(CCc3ccc(OC)c(OC)c3)c(=O)c2cc1OCC	0.9	-0.5	0.3	1	-0.3	·	1	-8	0.9	-5
COc1ccc(C(=O)CSc2nc3nc(C)cc(C)n3n2)cc1OC	0.9	0.7	-3.4	-3	-0.1	10	-5	1	1	6
COc1ccc(CN2CCNC(=O)C2CC(=O)N2CCc3ccccc3C2)c(OC)c1 (stereo unspecified)	0.9	-0.1	-0.5	10	-0.2	-11	-2	-8	0.6	-5
CC(=O)CSc1ncnc2sc3c(c12)CCC3	1	1.3	-1.7	2	0.1	6	-6	-4	1	-1
COc1ccc(-n2c3c(cc(C(=O)Nc4cccc(C)n4)c2=O)C(=O)CC(C)(C)C3)cc1	1.1	5.0	-0.5	37	-0.2	-10	-2	-2	1.1	-5
Cc1cc2nc(-c3ccc(SCC(=O)Nc4ccc5c(c4)OCCO5)nc3)[nH]c2cc1C	1	0.8	2.0	29	0.4	·	-7	-6	1.2	-2
O=S(=O)(c1ccccc1)N1CCSC1c1ccco1 (stereo unspecified)	0.9	2.3	3.4	0	-0.3	-61	-2	-5	0.9	-3
NC(=O)C1CCN(C(=O)c2ccc3c(=O)n(Cc4ccco4)c(SCC(=O)c4ccccc4)nc3c2)CC1	0.9	0.3	0.0	-3	-0.3	-3	-4	-8	0.8	-2
CCNCc1nc2cc(OC)c(OC)cc2c(=O)[nH]1	0.8	2.3	-0.1	-16	-0.4	·	3	-10	0.9	-6
COC(=O)c1cccc(NC(=S)Nc2cccc(Cl)c2Cl)c1	0.9	0.0	0.6	2	-0.6	0	-8	6	1	-1
CCN(CC)c1ccc(C(=O)OCc2c(C)noc2C)cc1	1	0.7	1.9	-13	-0.3	2	-10	-8	1	-6
CC(=O)c1ccc(OCc2ccc(C(=O)c3ccccc3)cc2)cc1	0.9	3.5	-0.1	0	-0.6	5	-1	0	0.9	2
O=C(O)CN1CCN(Cc2ccc(F)cc2Cl)C1=O	1.3	1.6	-2.4	-2	-0.2	-13	-2	-5	1.2	-3
CCc1nnc(NC(=O)c2ccc(S(=O)(=O)NC3CCCCC3)cc2)s1	1	4.6	-0.4	-11	-0.4	17	0	-6	1	-3
O=C(CSC1=NCCS1)N1CCN(c2ccccc2)CC1	1	0.4	0.7	2	-0.2	·	1	-8	1	-4
